esBAF inh – Bmi1 luciferase reporter increase in mESCs, primary screen, esBAF inhibitor project, mouse ES cells, Bmi1 luciferase knock-in, single point | 24 h; 100% = twice the neutral-well signal | reporter increase, % at 12.5 µM | actives 2% (n = 350,000) | AID 602393, 2012; in the data active = activation above about 40%; inconclusive = no clear call, values can overlap the other calls;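 note: 0% = median of the plate's neutral control wells and 100% = double that signal; a rise in the Bmi1 reporter signal indicates esBAF inhibition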
C2C12 statin – suppressors of statin myotoxicity in C2C12 myotubes, primary screen, cell-based, single point, plate reader | C2C12 myotubes + simvastatin, ATP luminescence, 48 h; scaled: DMSO 0, geranylgeraniol control 100 | AID 602340, 2012 | actives 0.78% (n = 330,000) | rescue of ATP level, % at 7.49 µM;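 active = mean ATP rescue above about 67%, or every replicate alone reaching that limit, limit read from the data, passing the limit was not always enough; inconclusive = no clear call, values can overlap the other calls; inactive = mean under the limit and some replicate under it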;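 note: myotubes were challenged with 10 µM simvastatin during compound exposure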
SIRT5 block – SIRT5 desuccinylase inhibitors, primary screen, biochemical, fluorescence imaging, single point, set 5 | actives 1.1% (n = 330,000) | NAD-dependent protein deacylase sirtuin-5, mitochondrial (Homo sapiens), Q9NXA8 | Purified SirT5, succinyl-peptide AMC, trypsin-coupled fluorescence | AID 652115, 2013 | inhibition, % at 15 µM; in the data active = inhibition above about 15%; inconclusive = no clear call, values can overlap the other calls
Target sequence (Q9NXA8 whole entry, looked up): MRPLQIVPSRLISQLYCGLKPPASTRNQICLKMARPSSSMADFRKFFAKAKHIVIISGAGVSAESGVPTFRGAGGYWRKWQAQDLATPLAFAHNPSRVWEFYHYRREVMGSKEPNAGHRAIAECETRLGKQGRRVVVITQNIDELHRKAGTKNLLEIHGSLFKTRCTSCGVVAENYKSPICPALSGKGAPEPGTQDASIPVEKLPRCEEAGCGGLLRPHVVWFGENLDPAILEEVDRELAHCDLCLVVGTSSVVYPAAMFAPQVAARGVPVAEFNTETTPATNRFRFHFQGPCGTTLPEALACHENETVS
ERp5 inh – inhibitors of ERp5-driven insulin aggregation, primary screen, biochemical, turbidity, absorbance 650 nm, single point; Protein disulfide-isomerase A6 (Homo sapiens), Q15084; 90 min; inhibition, % at 9.99 µM; actives 0.05% (n = 350,000);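 active = mean replicate inhibition above about 25%, with every replicate also reaching it, limit read from the data, passing the limit was not always enough; inconclusive = only one of those two criteria met; inactive = neither criterion met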
Target sequence (Q15084 whole entry, looked up): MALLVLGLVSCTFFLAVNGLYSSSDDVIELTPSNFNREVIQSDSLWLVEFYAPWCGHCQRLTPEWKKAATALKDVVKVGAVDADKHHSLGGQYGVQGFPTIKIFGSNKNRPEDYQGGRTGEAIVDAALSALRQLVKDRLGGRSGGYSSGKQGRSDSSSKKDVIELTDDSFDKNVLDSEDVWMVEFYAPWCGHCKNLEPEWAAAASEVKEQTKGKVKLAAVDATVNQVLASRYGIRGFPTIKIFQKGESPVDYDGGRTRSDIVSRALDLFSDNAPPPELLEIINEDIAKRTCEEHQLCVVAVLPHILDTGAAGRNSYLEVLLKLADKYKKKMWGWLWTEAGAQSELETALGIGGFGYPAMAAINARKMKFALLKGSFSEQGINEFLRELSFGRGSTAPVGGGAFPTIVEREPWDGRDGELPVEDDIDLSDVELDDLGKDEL
Cneo AK release – Cryptococcus neoformans cell lysis inducers, primary screen, AK release luminescence, single concentration. lysis activity, % at 15 µM. actives 0.2% (n = 360,000). C. neoformans lysis, adenylate kinase release luminescence, 4 h; normalised: neutral wells 0, clomiphene wells 100;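 active = mean lysis activity across replicates of at least 80%, whatever share of replicates individually reach that level; inactive = mean lysis activity below 80%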
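Assay system: log-phase C. neoformans yeast / Quantity: yeast cell density of 5 × 10^6 cells/mL / Medium: fresh YPD growth medium / Compound: single dose / Timing: static 4 h at 37 °C with compound, 1 h detection / Measured by: adenylate kinase release luminescence / Read-out: lysis from increased AK signal / Benchmarks: Clomiphene as positive lysis control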
miR-122 sensor – miR-122 Renilla sensor signal increase in Huh7, primary screen, miR-122 inhibitor project, cell-based, single point, plate reader. Huh7 miR-122 Renilla luciferase sensor, 48 h; neutral wells = 0, positive control = 100. activation (reporter increase), % at 12.5 µM. actives 0.3% (n = 340,000);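 active = mean replicate activation score at least 90 and every replicate individually at or above 90; inconclusive = only one of the two criteria met; inactive = neither criterion met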;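 note: higher luciferase means less miR-122 activity so hits act as miR-122 inhibitors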
ARNT-TACC3 inh – disruptors of ARNT/TACC3 protein interaction, primary screen, biochemical, AlphaScreen, single concentration; inhibition, % at 9.99 µM; Transforming acidic coiled-coil-containing protein 3 (Homo sapiens), Q9Y6A5; actives 0.66% (n = 390,000); AlphaScreen His-ARNT PAS-B/GST-TACC3 binding, luminescence; TACC3 fragment carries E629A point mutation; AID 623870, 2012;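 active = mean inhibition of replicates at least 50% and at least half of replicates each reaching 50%; inconclusive = half or more replicates reach 50% but mean below 50%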;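 note: 0% = complete ARNT plus TACC3 wells and 100% = ARNT alone without TACC3; many hits fall short of the cut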
Active calls of the source: *; [ ] = another dose, or the depositor's remark. Rows are unselected; about 4% have a hit in one of these screens.

For O=C(C[C@H]1CC[C@H]2[C@@H](COC[C@@H](O)CN2CCC(F)(F)F)O1)NCC1CC1 the results were esBAF inh -1, C2C12 statin 3, SIRT5 block 5, ERp5 inh 1, Cneo AK release 2, miR-122 sensor 8[16.7 µM] and ARNT-TACC3 inh 23.
NS(=O)(=O)c1ccc(CNC(=O)CNC(=O)c2ccc(F)cc2)cc1 was read as esBAF inh 1, C2C12 statin -8, SIRT5 block -4, ERp5 inh 3, Cneo AK release 1 and ARNT-TACC3 inh -1.
For C/C(NC1CCCC1)=C(/C#N)C(N)=O the results were esBAF inh -4, C2C12 statin -4, Cneo AK release 2, miR-122 sensor 4 and ARNT-TACC3 inh -6.
For CC(=O)Oc1ccc(OC(C)=O)c2c1CC(C)=C(C)C2 the results were esBAF inh 4, C2C12 statin 66, SIRT5 block 0, ERp5 inh 2, Cneo AK release -1, miR-122 sensor -1 and ARNT-TACC3 inh -7.
`CCOC(=O)c1ccccc1NC(=S)N1CC(C)CC(C)C1` (configuration not stated) gave SIRT5 block -2, ERp5 inh -6 and ARNT-TACC3 inh -7.
For O=C(CCNS(=O)(=O)c1ccc(Cl)cc1)NCc1cccs1 the results were esBAF inh -2, C2C12 statin 18, SIRT5 block -5, ERp5 inh -5, Cneo AK release -2, miR-122 sensor 0 and ARNT-TACC3 inh -27.
For Cc1ccccc1OCCSc1nnc(-c2ccncc2)n1C the results were esBAF inh 0, C2C12 statin 7, Cneo AK release 3, miR-122 sensor -1 and ARNT-TACC3 inh -7.
For CCCCOc1ccc(C(=O)NCC(=O)NCc2ccccn2)cc1 the results were esBAF inh -3, C2C12 statin 9, SIRT5 block 0, ERp5 inh 0, Cneo AK release 0, miR-122 sensor 2 and ARNT-TACC3 inh 3.
`Cn1c(=O)c2c(nc(NCc3ccccc3)n2CC(N)=O)n(C)c1=O` gave esBAF inh 5, C2C12 statin -1, SIRT5 block 6, ERp5 inh 4, miR-122 sensor -1 and ARNT-TACC3 inh -4.
Screening COc1ccc(NC(=S)Nc2cccc(Cl)c2)cc1OC returned esBAF inh -1, C2C12 statin 4, SIRT5 block 112*, ERp5 inh -5, Cneo AK release 4, miR-122 sensor -6 and ARNT-TACC3 inh -2.
Cc1ccsc1/C=N/NC(=O)c1cc(-c2ccncc2)nc2ccccc12 was read as SIRT5 block -1, ERp5 inh -1 and ARNT-TACC3 inh 8.
For O=C(Nc1ccc(Cl)c(S(=O)(=O)N2CCOCC2)c1)C1CCC1 the results were esBAF inh 1, C2C12 statin 0, SIRT5 block -1, ERp5 inh 6, Cneo AK release 0, miR-122 sensor -3 and ARNT-TACC3 inh 4.

Reprinted at random: three compounds from above, in no set order.
For CC(=O)Oc1ccc(OC(C)=O)c2c1CC(C)=C(C)C2 the results were esBAF inh 4, C2C12 statin 66, SIRT5 block 0, ERp5 inh 2, Cneo AK release -1, miR-122 sensor -1 and ARNT-TACC3 inh -7.
`CCOC(=O)c1ccccc1NC(=S)N1CC(C)CC(C)C1` (configuration not stated) gave SIRT5 block -2, ERp5 inh -6 and ARNT-TACC3 inh -7.
NS(=O)(=O)c1ccc(CNC(=O)CNC(=O)c2ccc(F)cc2)cc1 was read as esBAF inh 1, C2C12 statin -8, SIRT5 block -4, ERp5 inh 3, Cneo AK release 1 and ARNT-TACC3 inh -1.

Next part:
`CCCOc1ccc(-c2c(=O)n(O)c3ccccc3[n+]2[O-])cc1` gave esBAF inh 50*, C2C12 statin 1, SIRT5 block 2, ERp5 inh -2, Cneo AK release -1, miR-122 sensor -8 and ARNT-TACC3 inh 7.
For CN=c1scc(-c2ccc(F)cc2)n1/N=C/c1ccc(O)c(O)c1 the results were SIRT5 block 0, ERp5 inh 7 and ARNT-TACC3 inh 23.
For Cc1ccc(-n2c(=O)c3sccc3n(CC(=O)NCC3CCCO3)c2=O)cc1F (configuration not stated) the results were esBAF inh -7, C2C12 statin -1, SIRT5 block -4, ERp5 inh 3 and Cneo AK release 0.
Screening CCc1cc(C(=O)c2ccc(OC)cc2)c(N)s1 returned esBAF inh -2, C2C12 statin -1, SIRT5 block -1, ERp5 inh -14, Cneo AK release 1, miR-122 sensor 2 and ARNT-TACC3 inh 9.
`N#Cc1ccccc1OCC(=O)NC(=O)NC1CCS(=O)(=O)C1` (configuration not stated) gave esBAF inh 10, C2C12 statin 1, SIRT5 block 0, ERp5 inh 15, Cneo AK release -2, miR-122 sensor -6 and ARNT-TACC3 inh -5.
`COc1ccc(CC(=O)Nc2cccc3c2CCCC3)cc1` gave esBAF inh -3, C2C12 statin 13, SIRT5 block 1, ERp5 inh 0, Cneo AK release 0, miR-122 sensor 4 and ARNT-TACC3 inh 7.
Fc1ccc(C2c3[nH]c4ccccc4c3CCN2Cc2cccn2-c2ncccn2)cc1 (configuration not stated) was read as SIRT5 block -8, ERp5 inh 0 and ARNT-TACC3 inh 6.
For CCC(=O)N1C[C@@H](C)[C@H](OC)CN(C)C(=O)c2ccc(NC(=O)C3CCCCC3)cc2OC[C@@H]1C the results were esBAF inh -1, C2C12 statin 7, SIRT5 block -9, ERp5 inh 0, Cneo AK release -6, miR-122 sensor 1[16.7 µM] and ARNT-TACC3 inh 3.
CCCc1cc(=O)oc2cc(C)cc(OCC(=O)NCc3ccccn3)c12 was read as esBAF inh -1, C2C12 statin 3, SIRT5 block -16, ERp5 inh 7, Cneo AK release 2, miR-122 sensor -10 and ARNT-TACC3 inh 3.
Screening C[C@@H]1CCCCO[C@@H](CN(C)C(=O)Nc2ccccc2)[C@H](C)CN([C@H](C)CO)C(=O)c2cc(NS(=O)(=O)c3ccc(F)cc3)ccc2O1 returned esBAF inh 1, Cneo AK release 1, miR-122 sensor -1[16.7 µM] and ARNT-TACC3 inh -5.
`COc1cccc(NC(=O)C[C@@H]2CC[C@@H]3[C@@H](COc4ccc(NC(=O)C5CCOCC5)cc4C(=O)N3C)O2)c1` gave esBAF inh 1, C2C12 statin 14, SIRT5 block 5, ERp5 inh -4, Cneo AK release 2, miR-122 sensor -27[16.7 µM] and ARNT-TACC3 inh 1.
C[C@@H]1CN([C@@H](C)CO)C(=O)Cc2cc(NC(=O)Cc3ccccc3)ccc2O[C@@H]1CN(C)Cc1ccc2c(c1)OCO2 was read as esBAF inh -3, C2C12 statin 16, SIRT5 block 5, ERp5 inh 0, Cneo AK release 2 and miR-122 sensor -6[16.7 µM].
COc1ccc(/C=C2\N=C(c3ccccc3)NNC2=O)cc1 was read as SIRT5 block 5, ERp5 inh 4, Cneo AK release -4, miR-122 sensor 2 and ARNT-TACC3 inh -3.
CN(Cc1cccs1)C(=O)Cn1cnc2ccccc2c1=O was read as SIRT5 block 1, ERp5 inh -4 and ARNT-TACC3 inh -2.
For COc1ccc(-c2csc(N3CCN(Cc4ccc5c(c4)OCO5)CC3)n2)cc1 the results were esBAF inh -7, C2C12 statin -14, SIRT5 block -4, ERp5 inh 1, Cneo AK release 0, miR-122 sensor 11 and ARNT-TACC3 inh -1.
Screening CSc1nnc(-c2ccccc2)o1 returned esBAF inh 7, C2C12 statin 5, Cneo AK release 0 and ARNT-TACC3 inh -2.
`O=C(Cc1csc(NC(=O)c2ccc(F)cc2)n1)NO` gave esBAF inh -1, C2C12 statin 4, SIRT5 block -4, ERp5 inh 2, Cneo AK release -2, miR-122 sensor -20 and ARNT-TACC3 inh -2.
Screening COCCN(CCOC)C(=O)c1ccc(NS(=O)(=O)c2ccc3[nH]c(=O)[nH]c3c2)cc1 returned esBAF inh 0, C2C12 statin -6, SIRT5 block -1, ERp5 inh 1, Cneo AK release 1, miR-122 sensor -4 and ARNT-TACC3 inh 4.
`Cc1c(NC(=O)Nc2ccc(F)cc2F)c(=O)n(-c2ccccc2)n1C` gave SIRT5 block -3, ERp5 inh 11, Cneo AK release 1, miR-122 sensor -9 and ARNT-TACC3 inh -3.
Screening C/C(N)=C(/C#N)C(=O)COC(=O)Cc1coc2ccc3ccccc3c12 returned SIRT5 block -4, ERp5 inh -1 and ARNT-TACC3 inh 1.
Screening Cc1cc(=O)[nH]c(Cc2ccc(OC(C)C)cc2)n1 returned esBAF inh 1, C2C12 statin -3, SIRT5 block -2, ERp5 inh -3, Cneo AK release 1 and ARNT-TACC3 inh -2.
Screening O=C1/C(=C/c2ccc(F)cc2)Oc2cc(OC(=O)N3CCOCC3)ccc21 returned SIRT5 block -1, ERp5 inh -9 and ARNT-TACC3 inh -4.
`O=C(CN1C(=O)C2C3C=CC(C3)C2C1=O)Nc1ccc(F)cc1` (configuration not stated) gave SIRT5 block -5, ERp5 inh 3 and ARNT-TACC3 inh -10.
`COc1ccc(CN(C)C[C@@H]2OCCCC[C@@H](C)Oc3ccc(NC(=O)c4ccccc4)cc3C(=O)N([C@H](C)CO)C[C@@H]2C)cc1` gave esBAF inh -6, SIRT5 block 5, ERp5 inh -5, Cneo AK release 86*, miR-122 sensor inconclusive and ARNT-TACC3 inh 2.
For C[C@@H]1CN([C@@H](C)CO)C(=O)c2cccc(NC(=O)C3CC3)c2O[C@H]1CN(C)Cc1ccncc1 the results were esBAF inh -3, C2C12 statin -14, SIRT5 block 2, ERp5 inh -6, Cneo AK release -3, miR-122 sensor 5[16.7 µM] and ARNT-TACC3 inh 0.
For S=C(Nc1ccc2nccnc2c1)N1CCCC1 the results were SIRT5 block -4, ERp5 inh 1 and ARNT-TACC3 inh 5.
For O=C1CSC(=S)N1N=Cc1ccccc1O the results were SIRT5 block 1, ERp5 inh 0 and ARNT-TACC3 inh 65*.
Screening C/C=C/c1ccc([C@H]2[C@H]3CN(S(=O)(=O)c4cccc(C)c4)CCCCN3[C@H]2CO)cc1 returned esBAF inh 1, C2C12 statin 1, SIRT5 block 9, ERp5 inh 1, Cneo AK release 2, miR-122 sensor 8[16.7 µM] and ARNT-TACC3 inh 17.
Screening CCC(c1nnnn1Cc1ccc(OC)cc1)N(CCCO)Cc1cc2cc3c(cc2[nH]c1=O)OCO3 (configuration not stated) returned esBAF inh -5, C2C12 statin -1, Cneo AK release -1, miR-122 sensor 1 and ARNT-TACC3 inh -12.
`Cc1cc(C)nc(N(C#N)CCOc2ccccc2)n1` gave esBAF inh 19, C2C12 statin -12, Cneo AK release 0, miR-122 sensor 1 and ARNT-TACC3 inh 26.
`CO[C@@H]1CN(C)C(=O)c2ccc(NS(C)(=O)=O)cc2OC[C@H](C)N(C(=O)NC(C)C)C[C@H]1C` gave esBAF inh 3, C2C12 statin -2, SIRT5 block -8, ERp5 inh 0, Cneo AK release 0, miR-122 sensor 17[16.7 µM] and ARNT-TACC3 inh -2.
Screening C[C@@H]1CN([C@H](C)CO)C(=O)c2c(c3ccccc3n2C)-c2ccccc2CO[C@@H]1CN(C)S(=O)(=O)c1cccs1 returned esBAF inh 4, C2C12 statin 9, SIRT5 block 13, ERp5 inh 3, Cneo AK release 1 and miR-122 sensor 13.
NC(=O)c1cccn1-c1ncc(C(F)(F)F)cc1Cl was read as esBAF inh inconclusive, C2C12 statin 3, ERp5 inh inconclusive, Cneo AK release -4, miR-122 sensor 1 and ARNT-TACC3 inh -11.
`Cc1cc([N+](=O)[O-])nn1CC(=O)N/N=C/c1ccccc1F` gave SIRT5 block -8, ERp5 inh -7 and ARNT-TACC3 inh -8.
Screening CN1CCN(C(=O)C2CCC(C)(C(=O)O)C2(C)C)CC1 (configuration not stated) returned SIRT5 block -1, ERp5 inh 6 and ARNT-TACC3 inh 9.

Screening results (PubChem)
